# From PubChem
# ER stress rescue – protection against thapsigargin-triggered cell killing – 384-well, CSM14.1, ATP luminescence, primary screen (AID 1222) | CSM14.1 thapsigargin-induced death rescue, ATP luminescence; higher % means a stronger effect | cellular ATP content (survival), % at 20 µM; hits with a dose series show EC50 in µM | 190,000 tested, under 10 active;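 active = EC50 below 50 µM in the dose-response confirmation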;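 also: death triggered by thapsigargin at about 15 µM added after 2 h compound pretreatment; cell ATP read after overnight thapsigargin exposure of roughly 18 to 22 hours; normalized against plate controls of thapsigargin alone and 5% DMSO vehicle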
# M17LAP inhibition – P. falciparum M17LAP inhibitors, primary screen, biochemical, fluorogenic H-Leu-NHMec substrate, 1536-well (AID 1619) | recombinant M17LAP, H-Leu-NHMec fluorogenic kinetic assay; higher % means a stronger effect | one-dose inhibition, % at 30 µM; IC50 in µM for titrated hits | hit rate 0.38% among 220,000;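 active = compound inhibiting the enzyme by more than half at any dose during confirmatory dose-response retesting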;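 also: plate controls were full reaction with DMSO carrier for no effect and no enzyme background for full effect; strong numbers were not always called active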
# Yfh1-depleted yeast – enhancers of respiration in Yfh1-depleted yeast, dose response, Friedreich's ataxia, plus single-dose screen (AID 1465). hit rate 0.074% among 220,000. S. cerevisiae Yfh1-off respiration, WST-1 reduction, 72 h; higher fold induction means a stronger effect. fold induction at 50 µM, or EC50 in µM where a hit was titrated;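 active = fold induction of absorbance versus untreated yeast above a set limit, then at least 30% activation at any dose in follow-up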;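 also: activators that raise dye reduction in frataxin-depleted yeast; strong numbers were not always called active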
# Lipid droplet – modulators of hepatic lipid droplet formation; AML12 mouse hepatocytes, oleate lipid droplets, BODIPY imaging; inhibition, % at 6.5 µM; hit rate 0.4% among 240,000; AID 1656;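 active = lipid droplet intensity inhibited by at least 50%, with more than 500 cells counted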
#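 Test system: AML12 mouse liver cells; schedule: overnight exposure; technique: high-content imaging of BODIPY-stained droplets and DAPI nuclei; read-out: % inhibition of corrected integrated BODIPY droplet signal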
# Autophagy HCS – autophagy modulation, high-content screen | MEF GFP-LC3 puncta imaging; test concentration mostly 10 µM | calls only at 10 µM (by protocol) | hit rate 0.98% among 190,000;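 active = percentage of spot-positive cells more than 3 SD above its plate mean, without a fluorescence outlier flag or 80% toxicity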;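 also: spot-positive cell cutoff set from DMSO-treated cells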
# Dynein cargo inh – dynein cargo transport inhibition; 3617.4 mouse cells, GR-EGFP nuclear translocation imaging; test concentration mostly 20 µM; stimulated with dexamethasone, 1 µM; hits give low values; z-score, hits read low; AID 1381; hit rate 0.47% among 220,000;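 active = plate z-score of nuclear minus cytoplasmic receptor signal below a set negative limit, without overly bright fluorescence or cell loss, cut at about -3.5 in these data, passing the limit was not always enough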;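 also: z-score of nuclear minus cytoplasmic ring GR-EGFP intensity difference per well; some compounds called inactive have numbers as strong as hits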
#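 Also added – dexamethasone, 1.0 µM final · Buffer or medium – tet-free, stripped-serum medium · Schedule – induction 48 h, compound 1 h, agonist 30 min · Detection – formaldehyde fixation, Hoechst nuclear stain, 10x automated fluorescence imaging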
# MT stabilizer – microtubule stabilizers in HeLa cells; % tubulin-high responders, % at 10 µM; HeLa tubulin immunostaining HCS, 24 h; share of cells brighter than vehicle mean+2SD; hit rate 0.83% among 200,000;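 active = plate Z-score above 3 for both tubulin-high and condensed-nucleus cell shares, with cell loss under 80%, at 10 µM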;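 also: anti alpha tubulin signal scored within the nucleus-defined area of each cell; some results filed as inactive read as strong as hits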
# Ins promoter up – MIN6 insulin promoter up-regulation. MIN6 insulin promoter-GFP reporter, high-content imaging; hits give high values. z-score at 5 µM. hit rate 0.3% among 190,000;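 active = z-score above 3 at 5 µM with at least 500 cells counted in the well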
# M1AAP inhibition – malaria alanyl aminopeptidase activity blockers – biochemical, fluorogenic H-Leu-NHMec substrate, 1536-well (AID 1445). one-dose inhibition, % at 30 µM; IC50 in µM for titrated hits. hit rate 0.42% among 220,000. recombinant M1AAP, H-Leu-NHMec fluorogenic kinetic assay; higher % means a stronger effect;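 active = primary inhibition above the hit cutoff, then over 50% inhibition at one or more dose response concentrations, cut at about 23% in these data, passing the limit was not always enough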;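 also: plate controls were DMSO full reaction for no effect and no enzyme background for full effect; strong numbers were not always called active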
# Dynein cargo inh cytoplasmic EGFP – recorded beside Dynein cargo inh, whose call it bears; z-score; measured here: cytoplasmic GR-EGFP intensity; hits give high values
# Dynein cargo inh nuclear GR-EGFP – further read-out of Dynein cargo inh, marked with its call; z-score; measured here: nuclear GR-EGFP intensity;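 lower value marks the stronger effect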
# Dynein cargo inh cell count – second read-out of Dynein cargo inh, no call of its own (marks repeat the call); z-score; measured here: cell count per field
# Ins promoter up cell count – recorded beside Ins promoter up, whose call it bears; cell count; measured here: cytotoxicity, nuclei count;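 total cells summed across four imaged fields per well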
# Lipid droplet cells 6.5 µM – further read-out of Lipid droplet, marked with its call; cell count; measured here: cell count, cytotoxicity flag;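 cells counted across two imaged fields per well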
# MT stabilizer Hoechst-high % – second read-out of MT stabilizer, no call of its own (marks repeat the call); % Hoechst-high responders; measured here: nuclear condensation Hoechst responders;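 share of cells brighter than vehicle mean plus two SD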
# MT stabilizer cytotoxicity % – recorded beside MT stabilizer, whose call it bears; toxicity, %; measured here: cytotoxicity by cell density;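 0% = mean cell density of plate MIN control wells and 100% = no cells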
# Autophagy HCS cell loss 18 h – second read-out of Autophagy HCS, no call of its own (marks repeat the call); toxicity, %; measured here: cell loss, nuclei count;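 cell loss after 18 h compound exposure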
# An asterisk follows results filed as active; i = inactive; · = no result given.
SMILES,ER stress rescue,M17LAP inhibition,Yfh1-depleted yeast,Lipid droplet,Lipid droplet cells 6.5 µM,Autophagy HCS,Autophagy HCS cell loss 18 h,Dynein cargo inh,Dynein cargo inh cytoplasmic EGFP,Dynein cargo inh nuclear GR-EGFP,Dynein cargo inh cell count,MT stabilizer,MT stabilizer Hoechst-high %,MT stabilizer cytotoxicity %,Ins promoter up,Ins promoter up cell count,M1AAP inhibition
O=C(CC1C(=O)NCCN1CC1CCCCC1)NCc1ccc(F)cc1F (centres undefined),-0.4%,-2%,i,3,736,i,-18,1.5,-0.16,0.85,-0.45,5.6,1.5,1.0,-0.02,1542,-3%
O=S(=O)(NC1CCCCC1)c1ccc(Cl)s1,-2.4%,-11%,i,-6,764,i,10,-0.7,-0.19,-0.3,0.041,1.1,1.5,6.7,0.81,1271,3%
CC(=O)N/N=C(\C)c1cccc(NC(=O)c2cccs2)c1,2.2%,11%,i,0,762,i,8,2.8,-0.047,1.2,-2,5.0,1.8,1.6,-0.19,1334,3%
COc1cc(-c2nnc(SCc3ccccc3Cl)o2)cc(OC)c1OC,·,4%,·,-14,722,i,2,-0.86,-0.2,-0.28,0.66,2.9,1.7,0.3,-0.68,1185,1%
CCc1nc2c(c(=O)c3ccccc3n2C)c(=O)n1CCc1ccc(OC)cc1,4.0%,-4%,i,-14,653,i,0,1.1,0.015,0.87,-1.1,6.5,2.8,12,-0.89,1242,-3%
CCN(CC)S(=O)(=O)c1cccc(N=Nc2c(O)c3ccccc3oc2=O)c1,·,7%,i,1,736,·,·,-0.64,-0.28,-0.33,0.86,·,·,·,0.23,1066,6%
CCCc1c(O)nc(SCC(=O)NCCc2ccc(OC)c(OC)c2)[nH]c1=O,·,11%,i,1,675,i,0,-0.63,-0.27,-0.063,0.23,2.1,1.7,8.4,-0.1,1178,4%
O=C(CN1C(=O)C2C3C=CC(C3)C2C1=O)NCc1ccccc1 (centres undefined),-1.1%,19%,i,·,·,i,-12,-0.4,-0.23,-0.96,0.15,2.8,2.2,4.2,0.44,1541,0%
O=C(NC(=O)N1CCOCC1)c1ccccc1,-2.2%,6%,i,-23,528,i,7,-0.46,-0.28,-0.34,0.53,2.6,3.6,9.0,0.75,1295,4%
O=C(Nc1cccc([N+](=O)[O-])c1)ONC1=NCCCCC1,·,-6%,i,-20,681,·,·,-0.19,-0.78,-0.26,0.084,·,·,·,-0.8,962,1%
Cc1cccc(-c2cc(C(=O)Nc3sc(C)c(C)c3C(N)=O)c3ccccc3n2)c1,-1.8%,11%,·,·,·,i,18,1.7,-0.19,1.6,-1.7,6.2,3.4,0.9,-0.1,1597,4%
Cc1c(/C=N/NC(N)=O)c2ccccn2c1C(=O)c1ccncc1,·,5%,i,11,711,·,·,0.72,-0.25,0.054,-0.69,·,·,·,-0.51,1347,5%

# Already shown: entries from further up.
SMILES,ER stress rescue,M17LAP inhibition,Yfh1-depleted yeast,Lipid droplet,Lipid droplet cells 6.5 µM,Autophagy HCS,Autophagy HCS cell loss 18 h,Dynein cargo inh,Dynein cargo inh cytoplasmic EGFP,Dynein cargo inh nuclear GR-EGFP,Dynein cargo inh cell count,MT stabilizer,MT stabilizer Hoechst-high %,MT stabilizer cytotoxicity %,Ins promoter up,Ins promoter up cell count,M1AAP inhibition
CCCc1c(O)nc(SCC(=O)NCCc2ccc(OC)c(OC)c2)[nH]c1=O,·,11%,i,1,675,i,0,-0.63,-0.27,-0.063,0.23,2.1,1.7,8.4,-0.1,1178,4%
O=C(CN1C(=O)C2C3C=CC(C3)C2C1=O)NCc1ccccc1 (centres undefined),-1.1%,19%,i,·,·,i,-12,-0.4,-0.23,-0.96,0.15,2.8,2.2,4.2,0.44,1541,0%
O=C(NC(=O)N1CCOCC1)c1ccccc1,-2.2%,6%,i,-23,528,i,7,-0.46,-0.28,-0.34,0.53,2.6,3.6,9.0,0.75,1295,4%
O=C(Nc1cccc([N+](=O)[O-])c1)ONC1=NCCCCC1,·,-6%,i,-20,681,·,·,-0.19,-0.78,-0.26,0.084,·,·,·,-0.8,962,1%
Cc1cccc(-c2cc(C(=O)Nc3sc(C)c(C)c3C(N)=O)c3ccccc3n2)c1,-1.8%,11%,·,·,·,i,18,1.7,-0.19,1.6,-1.7,6.2,3.4,0.9,-0.1,1597,4%
Cc1c(/C=N/NC(N)=O)c2ccccn2c1C(=O)c1ccncc1,·,5%,i,11,711,·,·,0.72,-0.25,0.054,-0.69,·,·,·,-0.51,1347,5%
